14-3-3g Raf – modulators of human 14-3-3 gamma - Raf peptide interaction; AID 422; actives 0.19% (n = 160,000); FP, 14-3-3gamma / TMR-pS259-Raf peptide binding; inhibition, % at 40 µM; P61981; in the data active means inhibition above about 30%;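 further: 0% = protein plus tracer without compound and 100% = blank with tracer alone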
Target sequence (P61981 whole entry, looked up): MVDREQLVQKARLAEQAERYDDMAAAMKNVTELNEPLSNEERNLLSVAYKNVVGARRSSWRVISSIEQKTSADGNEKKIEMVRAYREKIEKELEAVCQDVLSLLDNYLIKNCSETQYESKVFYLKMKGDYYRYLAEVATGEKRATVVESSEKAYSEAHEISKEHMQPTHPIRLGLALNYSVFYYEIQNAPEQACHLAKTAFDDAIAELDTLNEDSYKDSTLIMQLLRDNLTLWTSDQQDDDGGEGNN
Starred values were filed as active, the others as inactive; & = joins results of further samples.

SMILES	14-3-3g Raf
CCC(Oc1ccccc1)C(=O)Nc1ccccn1 (stereo not given)	-11
COc1ccc(NC(=O)NCCCN2CCc3ccccc3C2)cc1	2
COc1ccc(OC)c(S(=O)(=O)Nc2cc(C)ccn2)c1	-4
CC1(C)Cc2c(sc(N)c2C#N)CO1	-205
COc1ccc(OC)c(NC(=O)c2cc(Cl)ccc2[N+](=O)[O-])c1	-4
CC(=O)Cn1c(N2CCC(Cc3ccccc3)CC2)nc2c1c(=O)[nH]c(=O)n2C	-9
CC(=O)Nc1cc(C(=O)N(C)CCC#N)ccc1Sc1ccc(Cl)cc1	3
CC1CC(C)CN(S(=O)(=O)c2ccc(C(=O)Nc3nc(-c4ccc(F)cc4)cs3)cc2)C1 (stereo not given)	0
CC(C)(C)c1ccc(C(=O)Nc2ccc3oc(-c4cccnc4)nc3c2)cc1	-10
Cc1[nH]c2ccccc2c1Cc1nnc(SCc2ccccc2)o1	3
Cc1ccc(S(=O)(=O)Nc2ccc3c(c2)nc2n3CCN(Cc3ccccc3)C2)cc1	-28
CCCCCn1c2ccccc2c2nc3cc(OCC)c(OCC)cc3nc21	3
Cc1cccc(NC(=O)CSc2nnc(-c3ccco3)o2)c1C	-2
COc1ccc2nc(SCC(=O)NCCC34CC5CC(CC(C5)C3)C4)[nH]c2c1	-1
Cc1nc(SCC(=O)Nc2ccc(Br)cc2)c(C#N)c2c1CCCC2	-5
CC(C)CCNC(=O)CN1C(=O)c2ccccc2S1(=O)=O	-3
O=C(Nc1nc2ccc([N+](=O)[O-])cc2s1)c1ccc(C(=O)c2ccccc2)cc1	-5
O=C(c1ccco1)N1CCN(C(c2ccc(F)cc2)c2nnnn2Cc2cccs2)CC1 (stereo not given)	-5
O=C(CSc1nc2c(c(=O)n1-c1ccc(Cl)cc1)SCC2)NCc1ccccc1	-8
O=C1c2ccc(Oc3ccc4c(c3)C(=O)N(c3cccnc3)C4=O)cc2C(=O)N1c1cccnc1	2
COc1ccccc1NC(=O)c1ccc(S(=O)(=O)N(C)C)cc1	-1
COc1ccc(N=Cc2cc(Cc3ccccc3Cl)cc([N+](=O)[O-])c2O)cc1OC	79*
Cc1oc2cc(Br)c(OCc3ccc(Cl)cc3)cc2c1C(=O)OC(C)C	6
CCCn1c2c(c(O)c(C(=O)Nc3nccs3)c1=O)CCCC2	-9&-2
O=C(CSc1nnc2c(n1)[nH]c1ccccc12)Nc1ccc(Cl)cc1	-16

Printed as active in 14-3-3g Raf, among the entries above:
SMILES	14-3-3g Raf
COc1ccc(N=Cc2cc(Cc3ccccc3Cl)cc([N+](=O)[O-])c2O)cc1OC	79*

The listing continues:
SMILES	14-3-3g Raf
O=C(Cc1ccccc1)NCCCc1nc2ccccc2[nH]1	-3
Cc1ccc(Cc2c(C)nc3c(C(=O)NCCc4ccccc4)cnn3c2C)cc1	-5
CCOc1cc(C(=O)Nc2ccc(C)cn2)cc(OCC)c1OCC	0
Cc1sc(-c2c(C#N)c(N)nc3c2CCCC3)cc1[N+](=O)[O-]	-12
O=C(c1ccccc1)c1ccc(OC(=O)N2CCOCC2)cc1	-2
Cc1ccc(C)c(CSc2nc3c(c(=O)n2-c2ccc(F)cc2)SCC3)c1	-9
COc1cc(CC(=O)N2CCc3ccccc32)cc(OC)c1OC	-10
CC(C(=O)NCC1CCCO1)C1Sc2ccccc2N(Cc2ccc(F)cc2)C1=O (stereo not given)	3
COc1cc(OC)cc(C(=O)Nc2c3c(nn2-c2ccc(C)cc2C)CSC3)c1	-10
CCCCCCSc1ncnc2c1sc1nc(N3CCOCC3)c3c(c12)CC(C)(C)OC3	-3
O=C(Nc1ccccc1-c1ccccc1NC(=O)c1ccc(F)cc1)c1ccc(F)cc1	13
Cc1cccc(-n2cnc3c(c2=O)c2nc4ccccc4nc2n3Cc2ccco2)c1	-32
CC1=C(C(=O)OCCOc2ccccc2)C(c2ccc(N(C)C)cc2)NC(=S)N1 (stereo not given)	-17
O=C(Nc1ccc(-c2ccccc2)cc1)c1scc2c1CCCC2	5
CCCCNc1cc(C)nc(NCc2ccccc2)n1	-1&-11
COc1ccc(NC(=O)C(=O)NCc2ccccc2)cc1OC	-8
Cc1ccn2c(c1)nc(=S)n2C(=O)c1ccco1	-9
CCOc1ccc2ccccc2c1C(=O)N1CCOCC1	0
C=CCc1ccccc1OCC(O)CN1CCN(c2ccc(OC)cc2)CC1 (stereo not given)	2
COc1ccc(N2C(=O)CN(Cc3sccc3C)C2=S)cc1	-3
COc1ccc(NC(=O)Cn2c(-c3ccccc3F)nc3ccccc3c2=O)cc1Cl	-2
COc1ccc(S(=O)(=O)Nc2ccccc2C(F)(F)F)cc1	-6
O=C(CSc1nc2c(c(=O)n1-c1ccccc1)SCC2)N1CCC(Cc2ccccc2)CC1	-8
CCCCCCSc1nc2c(c(=O)[nH]c(=O)n2C)n1C	3
Cc1cc2c(cc1[N+](=O)[O-])-c1ncccc1C2=O	-5

Exported field by field: part of the list above
CC1=C(C(=O)OCCOc2ccccc2)C(c2ccc(N(C)C)cc2)NC(=S)N1 (stereo not given)
  14-3-3g Raf: -17

Cc1ccn2c(c1)nc(=S)n2C(=O)c1ccco1
  14-3-3g Raf: -9

Look-ups from the list:
14-3-3g Raf, Cc1sc(-c2c(C#N)c(N)nc3c2CCCC3)cc1[N+](=O)[O-] is entered as -12
14-3-3g Raf, CCCCCCSc1nc2c(c(=O)[nH]c(=O)n2C)n1C is entered as 3

Remaining list, next part
SMILES	14-3-3g Raf
COc1ccccc1N(CC(=O)NC(C)(C)C)S(C)(=O)=O	0
N#Cc1ccc(-c2ccc(OC(=O)c3ccc(Br)o3)cc2)cc1	8
N#CCCN(C(=O)Nc1ccc(Cl)cc1)c1ccccc1	2
COc1ccc(NC(=O)c2cc3n(n2)C(C(F)(F)F)CC(c2ccco2)N3)cc1 (stereo not given)	-13
Cc1sc2ncnc(SC(C)C#N)c2c1C (stereo not given)	-5
O=C(c1ccccc1NS(=O)(=O)c1cccc2nsnc12)N1CCOCC1	-3
Cc1ccc(Cl)cc1NC(=O)C1c2ccccc2Oc2ccccc21	-3
Cc1ccc(CCNC(=O)Cc2ccc(-n3c(=O)[nH]c4ccsc4c3=O)cc2)cc1	1
CC1=Nn2c(nnc2-c2n[nH]c3c2CCC3)SC1	-11
Cc1ccc2c(c1)C(N1CCN(C)CC1)=Nc1cccnc1N2	7
CCOC(=O)C1CCN(c2c(NCCCN3CCN(Cc4ccccc4)CC3)c(=O)c2=O)CC1	0
CCc1ccccc1Nc1nc(-c2c(C)nc3ccccn23)cs1	-13
Cc1c(C)c2ccc(OCC(N)=O)c(C)c2oc1=O	0
CCn1c(Cc2ccccc2)nnc1SCc1nc2ccccc2c(=O)[nH]1	5
Cc1cc(C)nc(SCC(=O)Nc2nnc(-c3ccccc3)s2)n1	-50
O=C(CCCCCN1C(=O)c2cccc([N+](=O)[O-])c2C1=O)NCc1ccccc1	-1
COc1cc(C(=O)n2nc(C)c(Sc3ccccc3)c2C)cc(OC)c1OC	-3
CCOC(=O)c1c(C)c(C(=O)Nc2ccc3c(c2)OCCO3)c(C)n1C	-2
COc1ccc(NC(=O)CCN2CCN(CCO)CC2)cc1	0
O=c1c(-c2ccccc2)n[nH]c2ccccc12	-7
COC(=O)C1=C(C(=O)OC)SC(=C2C(=S)C(C)(C)N(C(=O)CN3C(=O)C4CCCCC4C3=O)c3c(C)cc(C)cc32)S1 (stereo not given)	-3
Cc1cccc(C(=O)Nc2ccc(N(C)C)cc2)c1	2
COC(=O)c1ccc(N2C(=O)CC(NCCc3ccc(S(N)(=O)=O)cc3)C2=O)cc1 (stereo not given)	6
COc1ccccc1C1SCCN1S(C)(=O)=O (stereo not given)	-1
CCOC(=O)c1c(NC(=O)C2C3C=CC(CC3)C2C(=O)O)sc2c1CC(C)CC2 (stereo not given)	4

5 entries drawn at random from those above:
SMILES	14-3-3g Raf
COc1ccccc1N(CC(=O)NC(C)(C)C)S(C)(=O)=O	0
Cc1ccc(Cl)cc1NC(=O)C1c2ccccc2Oc2ccccc21	-3
O=c1c(-c2ccccc2)n[nH]c2ccccc12	-7
CCOC(=O)C1CCN(c2c(NCCCN3CCN(Cc4ccccc4)CC3)c(=O)c2=O)CC1	0
N#CCCN(C(=O)Nc1ccc(Cl)cc1)c1ccccc1	2

The list goes on:
SMILES	14-3-3g Raf
COc1ccc(CC2(C)OC(c3ccc([N+](=O)[O-])cc3)=NN2C(C)=O)cc1 (stereo not given)	1
Nc1nc(-c2ccccc2)cc(-c2ccccc2O)n1	0
COc1cc(C)nc(NC(=O)COc2ccc(Cl)cc2C)n1	0
Cc1cccc(NS(=O)(=O)c2csc(C(=O)Nc3ccccc3)c2)c1	-9
COC(=O)c1c(NC(=O)CCCN2C(=O)c3ccccc3C2=O)sc2c1CCC2	-3
CC(C)=CC(=O)OCC(=O)NC(=O)NC(C)(C)C	0
Cc1cc2cc(CCNC(=O)c3cccc(Br)c3)c(=O)[nH]c2cc1C	-4
Fc1ccc(C2=Nn3cnnc3SC2)cc1	2
CCOC(=O)c1sc(NC(=O)c2ccc([N+](=O)[O-])c(C)c2)c(C(=O)OCC)c1C	-1
CC1CCCCC1NC(=O)C1CCN(C(=O)c2sccc2-n2cccc2)CC1 (stereo not given)	-3
Cc1cc(C)cc(N2C(=O)CSC2c2cccc(F)c2)c1 (stereo not given)	-1
O=C(NCCC1=CCCCC1)C1CCCN(S(=O)(=O)c2cccs2)C1 (stereo not given)	-16
CC(=O)NC1=C(N2CCN(C(=O)c3ccco3)CC2)C(=O)c2ccccc2C1=O	-17
Cc1c(Cl)cccc1NC(=O)c1cc(S(=O)(=O)N2CCCC2)ccc1F	4
CCn1c(C(O)c2cccc3ccccc23)nc2ccccc21 (stereo not given)	-8
CCOCCCNS(=O)(=O)c1ccc2c(c1)oc(=O)n2CC(=O)OCC	-1
C=CCn1cnc2scc(-c3ccccc3)c2c1=O	1
O=C(Nc1nccs1)c1ccc(Br)o1	-9
CCCn1c(SCC(=O)NCCc2ccccc2)nnc1-c1cccnc1	-2
CC1(C)CC(=O)CC(C)(C)N1OC(=O)c1ccccn1	-9
CC[n+]1c(C)c2ccccc2c2ccccc21	-7
Cc1nc2sc(C(c3cccs3)N3CCCCC3)c(O)n2n1 (stereo not given)	-5
Cc1cccc2nc(=S)n(C(=O)c3ccc(Cl)cc3)n12	-56
NC(=O)c1oc2ccccc2c1NC(=O)c1ccco1	-4&5
CC(C)(C)c1ccc(O)c(CN2CCN(Cc3cc(C(C)(C)C)ccc3O)CC2)c1	6
(cont.)
SMILES	14-3-3g Raf
O=C(NC1CC1)C1CC(=O)N(CCc2ccccc2)C1 (stereo not given)	-5
COCCCNC(=O)c1c(N)n(/N=C/c2cccnc2)c2nc3ccccc3nc12	3
CS(=O)(=O)c1ccc2nc(NC(=O)c3cc(-c4ccccc4)nc4ccccc34)sc2c1	-2
CC1CCC/C(=C\Nc2ccc(O)cc2)C1=O (stereo not given)	-7
Cc1ccc(S(=O)(=O)N2CCN(C(=O)CC3CCCC3)CC2)cc1	4
CCOC(=O)C1=C(c2ccccc2)N(C)C(=O)NC1c1ccc(OC(F)F)c(OC)c1 (stereo not given)	-2&-2
COCCNC(=O)C(c1ccccc1)N(CCOC)C(=O)Cn1nnc2ccccc21 (stereo not given)	-2
COc1cccc(-c2nc(CS(=O)(=O)CC(=O)NCCC(C)C)c(C)o2)c1	1
O=C1NC(=Nc2cccc([N+](=O)[O-])c2)SC1(CO)CO	-4
Cn1c(SCCCc2ccccc2)nnc1-c1ccncc1	5
CCCS(=O)(=O)N1CCCC(C(=O)NCc2ccccc2Cl)C1 (stereo not given)	5
COc1ccc(-c2nc(CSCC(=O)NCC3CCCO3)c(C)o2)cc1OC (stereo not given)	-3
O=C(CSc1nnnn1-c1ccc(F)cc1)NC1CCCCC1	-6
CC(C)OCCCNC(=O)c1ccc2c(c1)ncn2C1CCCC1	-2&-6
Cc1cc(C)nc(NC(=O)c2ccc(OC(C)C)cc2)n1	0
COc1ccc(NC(=O)CSc2nc3ccccc3c3nc4ccccc4n23)cc1	-11
Cc1nc2ncnn2c(C)c1CCC(=O)NC(C)CCc1ccco1 (stereo not given)	-2
CC(=O)C1=C(C)N(Cc2ccccc2)C(=O)C1CC(=O)O (stereo not given)	4
CCCn1c(SCC(=O)NCCc2ccccc2)nnc1-c1ccccn1	-10
CCC(C)NC(=O)Cn1c(=O)n(-c2ccccc2)c(=O)c2sccc21 (stereo not given)	-6
O=C(NCCO)C1CCN(S(=O)(=O)c2ccc(F)cc2)CC1	-4
COc1ccc(S(=O)(=O)N2CCN(CC(=O)Nc3ccc(OC)c(OC)c3)CC2)cc1	-4
O=C(Nc1ccc(N2CCOCC2)cc1)c1ccccc1Cl	-7
O=C(CCC(=O)OCC(=O)c1ccc(Br)cc1)Nc1ccc2ccccc2c1	1
O=C1OC(NC(=O)c2ccccc2)C(n2cc(CO)nn2)=C1Cl (stereo not given)	-4
(next part)
SMILES	14-3-3g Raf
CCN1C(=O)CC(C(=O)Nc2ccc(Br)cc2)SC1=Nc1ccc(OC)cc1 (stereo not given)	-3
C=C(C)CSc1nc2sc3c(c2c(=O)n1-c1ccccc1)CC(C)(CC)OC3 (stereo not given)	-3
O=C(N1CCCCCC1)N1CCN(C(=O)N2CCOCC2)CC1	-5
Cc1ccc(Cn2c(SCC(C)C)nc3c2c(=O)n(C)c(=O)n3C)cc1	1
Cc1c(NC(=O)COC(=O)CN2C(=O)C(=O)c3ccccc32)c(=O)n(-c2ccccc2)n1C	-3
COc1cccc(CNC(=O)c2cc(-c3cccnc3)nc3ccccc23)c1	-4
O=C1c2cc([N+](=O)[O-])cc3cc([N+](=O)[O-])cc(c23)C(=O)N1Cc1ccccc1	-218
CCCCS(=O)(=O)NC1=NCN(Cc2ccco2)CN1	-5
CC(C)(C)c1cc(C(F)(F)F)c2c(N)c(C(=O)Nc3nccs3)sc2n1	-4
Cc1nc2c(ccc3ccccc32)c(C)c1C	-4
CCN(CC)CCOC(=O)c1ccc(NC(=O)CCNC(=O)Cn2ccc3ccccc3c2=O)cc1	-8

Compound activity as filed in PubChem.

Some of the compounds tested; count on the stated rates, not on these rows.
